MITF inh: MITF inhibitors, primary screen, biochemical, AlphaScreen, human; AlphaScreen MITF homodimerization, bead proximity signal; inhibition, % at 2.6 µM; 0.91% of 650,000 active; Microphthalmia-associated transcription factor (Homo sapiens), O75030; AID 1259374, 2018; in the data active = inhibition above about 50%;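 note: 0% = vehicle wells with protein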
Target sequence (O75030 whole entry, looked up): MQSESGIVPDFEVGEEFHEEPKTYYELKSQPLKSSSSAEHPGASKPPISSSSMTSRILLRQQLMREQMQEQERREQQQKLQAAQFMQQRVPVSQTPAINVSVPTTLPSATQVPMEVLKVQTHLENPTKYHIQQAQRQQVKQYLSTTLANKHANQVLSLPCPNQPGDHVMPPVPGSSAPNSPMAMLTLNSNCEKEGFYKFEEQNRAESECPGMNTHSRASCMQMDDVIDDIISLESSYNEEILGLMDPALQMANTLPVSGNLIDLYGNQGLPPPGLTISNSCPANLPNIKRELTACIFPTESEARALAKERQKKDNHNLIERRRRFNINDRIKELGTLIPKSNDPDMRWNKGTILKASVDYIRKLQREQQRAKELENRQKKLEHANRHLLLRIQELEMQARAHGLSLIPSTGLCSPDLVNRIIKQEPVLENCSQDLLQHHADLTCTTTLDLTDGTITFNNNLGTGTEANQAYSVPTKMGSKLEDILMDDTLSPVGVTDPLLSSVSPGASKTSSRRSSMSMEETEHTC
TEAD-YAP block: TEAD-YAP interaction inhibition, primary screen, TEAD-YAP interaction inhibitor project, luminescence, HEK-TIYL cells | 1.4% of 640,000 active | AID 1259422, 2018 | inhibition, % at 9.12 µM | TEAD-Gal4/YAP UAS-luciferase luminescence; in the data active = inhibition above about 32%;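 note: 0% = median of test compound wells and 100% = reference inhibitor wells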
GPR151 activ: activators of human GPR151, primary screen, cell-based, PathHunter beta-arrestin, luminescence | AID 1508602, 2020 | PathHunter beta-arrestin GPR151 cells | 1% of 650,000 active | G-protein coupled receptor 151 (Homo sapiens), Q8TDV0 | activation, % at 11.2 µM; in the data active = activation above about 4.9%;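 note: 0% = median of compound wells and 100% = cells with positive control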
Target sequence (Q8TDV0 whole entry, looked up): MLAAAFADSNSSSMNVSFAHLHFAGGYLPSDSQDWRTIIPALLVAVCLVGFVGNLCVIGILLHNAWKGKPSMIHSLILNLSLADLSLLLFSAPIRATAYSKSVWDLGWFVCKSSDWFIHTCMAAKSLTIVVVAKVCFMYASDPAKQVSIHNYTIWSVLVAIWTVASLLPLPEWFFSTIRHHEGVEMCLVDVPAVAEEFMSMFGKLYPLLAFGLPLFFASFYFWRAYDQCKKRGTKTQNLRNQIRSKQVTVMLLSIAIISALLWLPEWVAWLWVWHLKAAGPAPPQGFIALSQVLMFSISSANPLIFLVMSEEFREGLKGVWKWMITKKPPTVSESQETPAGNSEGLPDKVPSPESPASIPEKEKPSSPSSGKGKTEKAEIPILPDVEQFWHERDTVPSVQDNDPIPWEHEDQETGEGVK
FBW7 activator: FBW7 E3 ligase activators, primary screen, biochemical, AlphaScreen, human; F-box/WD repeat-containing protein 7 (Homo sapiens), Q969H0; AlphaScreen FBW7–phospho-cyclin E peptide binding, activator screen; normalized activity (activation), % at 26.1 µM; 0.13% of 650,000 active; AID 1259310, 2017; in the data active = normalized activity above about 1.9%;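 note: purified mutant Fbw7 with reduced substrate affinity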
The depositor's hits bear a star; . = no result given; & = joins results of further samples. Random draw from the library. Share with any hit: about 3.4%.

Value order: MITF inh	TEAD-YAP block	GPR151 activ	FBW7 activator
> CCOC(=O)c1c(NC(C)=O)sc2c1CCC(C#N)(c1ccccc1)C2 (stereo unspecified)
→ -8	-2	-0.9	0.6
> Cn1c(=O)c2c(nc(Sc3ccccc3N)n2Cc2ccc(F)cc2)n(C)c1=O
→ 0	9	0.6	-0.1
> COc1ccc(Cl)cc1C(=O)NCCCCN1CCOC(c2ccccc2)C1 (stereo unspecified)
→ -1	2	-1.6	0.0
> O=C(CSc1nnc(NCc2ccccc2)s1)c1ccc(F)cc1
→ 2	-16	1.0	0.0
> Cc1cccn2c(=O)c3cc(C(=O)NC4CCCC4)c(=N)n(C)c3nc12
→ 11	12	0.0	-0.1
> Cc1ccc2occ(CC(=O)Nc3ccc(S(N)(=O)=O)cc3)c2c1
→ 4	-1	-1.5	-0.1
> O=C(Nc1ccc2c(c1)COC2=O)c1ccc(F)cc1
→ 14	-56	-7.1	0.7
> O=C1CC(c2ccccc2)CC(O)=C1C=NCc1cccs1 (stereo unspecified)
→ 13	-13	-1.5	0.1
> O=C(NCc1ccccn1)NC1CC(=O)N(c2ccccc2)C1 (stereo unspecified)
→ 0	-9	-0.3	-0.2
> COCC(C)N1C(=O)C(CC(=O)Nc2ccccc2)SC1=Nc1cccc(OC)c1 (stereo unspecified)
→ 6	-7	-1.8	0.5
> O=C1CC(c2ccccc2)n2nc(NC(=O)c3ccc([N+](=O)[O-])cc3)nc2N1 (stereo unspecified)
→ -3	8	-1.1	0.2
> Cc1cc(NCCCN(C)C)n2nc(C)c(-c3ccccc3)c2n1
→ 15	-2	-0.8	0.2
> CCS(=O)(=O)c1ccc2c(c1)NC(=O)C(CCO)O2 (stereo unspecified)
→ -5	9	-1.3	-0.1
> Cc1ccnc(NC(=O)c2cc([N+](=O)[O-])ccc2Br)c1
→ -13	-19	0.2	-0.3
> CC(C)NC(=O)C1CCN(C2CCN(Cc3cccn3-c3ncccn3)CC2)CC1
→ -11	-8	0.2	-0.1
> CCOC(=O)c1sc2nc(SCC(=O)NCCc3ccccc3)n(CCc3ccc(OC)c(OC)c3)c(=O)c2c1C
→ -1	-4	1.4	-0.1
> O=C(Nc1ccccc1F)c1oc2cccnc2c1NC(=O)C1CC1
→ 14	3	-2.2	0.0
> C=CCNC(=O)COC(=O)c1cc(Cl)cc(Cl)c1
→ -13	-2	-1.7	-0.1
> Cc1ccc2nc(-c3cccc(NC(=O)c4cc([N+](=O)[O-])ccc4Cl)c3)oc2c1
→ 4	-39	-1.8	0.0
> CCOC(=O)C1CCN(C/C=C/c2ccccc2[N+](=O)[O-])CC1
→ 54*	5	-1.1	0.6
> COc1ccccc1NC(=O)c1sc2nc(C)nc(N3CCOCC3)c2c1C
→ 2	7	-0.7	-0.1
> COc1cccc(OC)c1C(=O)NCCc1sc(-c2ccc(Cl)cc2)nc1C
→ -14	-43	0.6	0.1
> O=S(=O)(c1ccc(F)cc1)N1CCN(CC(O)COC2CCCc3ccccc32)CC1 (stereo unspecified)
→ 20	-3	1.0	-0.3
> Cc1nc2ccccc2c2nn(CC(=O)N3CCCCC3C)c(=O)n12 (stereo unspecified)
→ 9	10	0.5	0.1
> Cc1sc2c(c1C)CN(Cc1ccco1)CN2C(=O)c1ccccc1
→ 6	-40	-0.4	0.4
> Cc1nn(Cc2ccc(F)cc2)c(Cl)c1/C=N/NC(=O)c1ccc(N)cc1
→ 8	-8	-0.1	0.1
> O=C(NCCCN1CCOCC1)c1ccc([N+](=O)[O-])cc1
→ -5	6	-1.1	-0.1
> Cc1ccc(CN[C@H]2C[C@H]3C(=O)N[C@@H](C(C)C)C(=O)N3C2)c(C)c1
→ -4	1	0.8	-0.4
> Cc1ccc(NC(=O)C2CC(=O)n3ncnc3N2)cc1 (stereo unspecified)
→ 25	3	-1.5	0.9
> N#Cc1c(N)n(-c2ccccc2I)c2nc3ccccc3nc12
→ 12	1	0.5	1.0
> COc1cc(NS(=O)(=O)c2ccc(Nc3ncc([N+](=O)[O-])cc3[N+](=O)[O-])cc2)ncn1
→ -8	2	-0.8	-0.3
> O=S(=O)(Cc1ccccc1)NCc1csc(-c2cccs2)n1
→ -8	-10	-1.4	0.2
> CCOc1cc(/C=C(\C#N)c2nn(CCO)c(N)c2C#N)cc(Br)c1OC
→ 3	11	-0.9	-0.1
> O=C(CSc1ccccn1)N/N=C/c1cccc([N+](=O)[O-])c1
→ 13	-22	1.6	-0.2
> O=C1/C(=C/c2ccc(Br)cc2)C=C(c2ccccc2)N1c1cccnc1
→ -13	-9	0.3	-0.1
> CCOc1ccccc1-n1c(=S)sc2c(=O)n(-c3ccccc3C)c(SCC(=O)NCC3CCCO3)nc21 (stereo unspecified)
→ -12	-6	-0.4	0.1
> COc1ccc(OCc2cc(C(=O)N3CCCC(CN4CCCC4=O)C3)no2)c(Cl)c1 (stereo unspecified)
→ -3	-29	1.0	0.0
> COc1ccccc1OCCN1C(=O)C(=O)c2cc(Br)ccc21
→ 0	34*	0.1	-0.1
> COc1ccccc1OC(C)C(=O)NNC(=S)NC1CCCC1 (stereo unspecified)
→ 8	2	-1.7	0.1
> Cc1cc(NCCO)nc(-c2ccc(C(=O)NC3CC3)cc2)n1
→ 0	0	-0.1	0.2
> Cc1ccc(C(=O)N2CCN(c3nc(C)nc4sc5c(c34)CCCC5)CC2)cc1
→ 0	10	-0.3	-0.1
> O=C(Nc1ccc2oc(-c3ccccc3F)cc(=O)c2c1)c1cccs1
→ 12	-25	1.7	0.4
> COc1ccc(/C=C/C(=O)Nc2ccc(S(=O)(=O)NC(C)(C)C)cc2)cc1OC
→ 2	-2	-0.4	0.0
> CCCCSCCCNC(=O)Nc1ccc(CC)cc1
→ 6	8	-0.8	-0.1
> OCC1CCCN1c1nc(NCc2ccccc2)c2ncn(-c3ccsc3)c2n1 (stereo unspecified)
→ -1	0	0.7	-0.2
> CC(C)CN(CC(C)C)S(=O)(=O)c1ccc(N)cc1
→ 8	4	-1.5	0.1
> Cc1nc2c(C(=O)NCc3ccc(Cl)cc3)cnn2c(C)c1Cc1ccc(Cl)cc1
→ 16	12	-0.3	0.1
> CCOC(=O)c1ccc(NC(=O)CSc2nc3c(sc(=S)n3-c3ccc(CC)cc3)c(=O)n2-c2ccccc2C)cc1
→ 4	28	0.0	0.0
> Cc1ccc(NC(=O)CSC2=C(C#N)C(c3ccc([N+](=O)[O-])cc3)CC(=O)N2)cc1Cl (stereo unspecified)
→ 9	12	-1.2	0.0
> O=C(Nc1nncs1)c1cc(Br)ccc1Cl
→ -2	-6	-0.2	-0.1
> COc1ccc(C(O)P(=O)(OCC(C)C)OCC(C)C)c(OC)c1 (stereo unspecified)
→ 12	0	1.6	0.2
> COc1ccc(NS(=O)(=O)c2ccc(NC3CCCC3)c([N+](=O)[O-])c2)cc1
→ -3	2	1.8	-0.3
> O=C(COC(=O)c1ccc(-c2cccc(C(=O)OCC(=O)c3ccc(Br)cc3)c2)cc1)c1ccc(Br)cc1
→ 6	-5	0.9	0.1
> O=C(Nc1ccccc1O)c1scc2c1CCCC2
→ 3	-74	-3.4	-0.1
> CC(C)(C)C(=O)N1CCCC(c2ccnc3ncnn23)C1 (stereo unspecified)
→ -8	7	3.6	0.1
> CCOc1ccccc1N1CC(C(=O)Nc2ccc(Br)cc2C)CC1=O (stereo unspecified)
→ 10	11	2.3	-0.1
> N#Cc1ccccc1NC(=O)CSc1nc2ccccc2[nH]1
→ 15	13	2.3	0.2
> C=CCn1c(SCC(=O)c2ccc(Cl)cc2)nc2ccccc2c1=O
→ 14	11	-0.1	0.5
> CCCC1C2=C(CCCC2=O)c2onc(N)c21 (stereo unspecified)
→ 4	0	-0.2	-0.1
> CS(=O)(=O)N1CCN(c2ccc(NC(=S)NC(=O)c3cccs3)cc2)CC1
→ 4	-6	0.6	0.7

Grouped by structure: the compounds so far containing a cyano group.
Value order: MITF inh	TEAD-YAP block	GPR151 activ	FBW7 activator
> CCOC(=O)c1c(NC(C)=O)sc2c1CCC(C#N)(c1ccccc1)C2 (stereo unspecified)
→ -8	-2	-0.9	0.6
> N#Cc1c(N)n(-c2ccccc2I)c2nc3ccccc3nc12
→ 12	1	0.5	1.0
> CCOc1cc(/C=C(\C#N)c2nn(CCO)c(N)c2C#N)cc(Br)c1OC
→ 3	11	-0.9	-0.1
> Cc1ccc(NC(=O)CSC2=C(C#N)C(c3ccc([N+](=O)[O-])cc3)CC(=O)N2)cc1Cl (stereo unspecified)
→ 9	12	-1.2	0.0
> N#Cc1ccccc1NC(=O)CSc1nc2ccccc2[nH]1
→ 15	13	2.3	0.2

Carrying on:
Value order: MITF inh	TEAD-YAP block	GPR151 activ	FBW7 activator
> Cc1ccc(-c2csc(NC(=O)c3ccc(S(=O)(=O)N4CCc5ccccc5C4)cc3)n2)o1
→ -10	45*	1.6	0.1
> O=c1[nH]c(NCc2ccccc2)nc2c1CCCC2
→ 16	0	-1.1	0.1
> Cc1cc(C)nc(NC(=O)CCSCCC(=O)Nc2cc(C)cc(C)n2)c1
→ 8	2	0.2	0.1
> NS(=O)(=O)c1cc2c(cc1Cl)NC=NS2(=O)=O
→ 11&2&7&2	5&15	1.8&0.6&-0.2&-0.4	-0.1&0.1&0.2&-0.1
> O=[N+]([O-])c1ccccc1CN1CCN(S(=O)(=O)Cc2ccccc2)CC1
→ 70*	12	1.3	0.7
> CCCCn1c(SCC(N)=O)nc2c1c(=O)n(C)c(=O)n2C
→ 2	-10	0.5	-0.2
> COc1ccccc1N1CCN(C(=O)c2sc3nc(C)nc(N4CCCCC4)c3c2C)CC1
→ 5	14	-1.6	0.2
> CCNc1nccnc1-c1ccccc1F
→ 10	0	-2.0	0.6
> CCOC(=O)c1sc2nc(SCC(=O)Nc3ccc(N(C)C)cc3)n(Cc3ccccc3OC)c(=O)c2c1C
→ -2	7	1.1	-0.1
> N#C/C(=C\c1ccc(-c2cccc(Cl)c2Cl)o1)c1ccc(Cl)cc1
→ -1	-1	0.5	-0.4
> COc1ccc(/C=c2\sc3nc(-c4ccco4)nn3c2=O)cc1OC
→ 8	6	-0.2	0.0
> COc1cc(Cl)c(S(=O)(=O)N2CCCC2)cc1Cl
→ -7	4	0.3	-0.1
> Cc1cccc(/C=N/NC(=O)CCc2ccccc2)c1
→ 9	7	1.7	-0.2
> N#Cc1cc([N+](=O)[O-])ccc1Sc1nnnn1-c1ccccc1
→ 6	46*	1.2	-0.1
> CCOC(=O)C(CC)Sc1nc2c(c(=O)n1-c1ccc(Cl)cc1)SCC2 (stereo unspecified)
→ -2	-5	-0.8	-0.4
> COc1ccccc1C(=O)Nc1ccc(N2C(=O)c3ccc(Cl)cc3C2=O)c(C)c1
→ 17	-4	0.9	0.1
> COC(=O)C1CCN(C(=O)c2c(-c3ccccc3Cl)noc2C)CC1
→ 10	13	-2.0	-0.1
> COC(=O)c1ccccc1NC(=O)CN1CCOCC1
→ -2	8	-0.2	0.1
> Cc1ccc(OCC(=O)NC(=S)Nc2ccc(N3CCCCC3)cc2)cc1
→ 1	-3	0.1	-0.2
> C[C@H](NC(=O)N1CCc2nc(-c3ccccc3)c3c(c2C1)CO[C@@H](C)C3)c1ccccc1
→ -36	.	2.2	0.2
> O=C(/C=C/c1ccc(Cl)c([N+](=O)[O-])c1)Nc1ccccc1F
→ -2	-44	-1.3	-0.2
> CC(=O)c1ccc(NC(=O)N2CCC(C(N)=O)(N3CCCCC3)CC2)cc1
→ -19	4	-0.4	-0.1
> COc1ccc(OC)c(-c2c3cc(O)c(=O)cc-3oc3cc(O)c(O)cc23)c1
→ 107*	-1	5.0*	-1.0
> O=C(NC1CCCC1)[C@H](CSCc1ccccc1)N1Cc2ccccc2C1=O
→ 19	14	3.0	0.0
> COc1ccc(N(C(=O)c2ccco2)C(C(=O)NC2CCCC2)c2cccnc2)c(OC)c1 (stereo unspecified)
→ 22	1	-0.3	0.2
> NCc1cn(-c2ccccc2)nc1-c1ccccc1
→ 4	-8	1.2	0.4
> OCCCNc1ccc2ncc(-c3cccs3)n2n1
→ 10	4	-0.1	0.5
> Cc1cccc(-c2nc3ccccc3c(=O)n2Cc2ccccc2Cl)c1
→ 14	-9	1.2	0.0
> CC1=C(C(=O)N/N=C/c2c(O)ccc3ccccc23)Sc2ccccc2N1
→ 2	12	0.7	-0.1
> COC(=O)/C=C1/C(=O)N(C(C)=O)c2ccccc21
→ -4	12	1.6	-0.2
> CCN1CCN(S(=O)(=O)c2c(C)[nH]c(=O)[nH]c2=O)CC1
→ 2	5	-0.6	-0.1
